# From PubChem
# HCMV inh: qHTS Assay for inhibitors of the human cytomegalovirus (HCMV); activity change, negative = inhibition, % at 57.5 µM; HFF cells, HCMV-luciferase reporter, 72 h; hits give low values; 410,000 compounds, 4.5% hits; AID 1259415, 2018; in the data active = activity change below about -60%; inconclusive = no clear call, values can overlap the other calls; inactive = above about -39%
#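 Inhibition of viral replication was scored as loss of reporter luminescence in HFFs infected with HCMV-luciferase (MOI 1 PFU/cell) for 72 h; compounds tested at 2 doses, normalized to buffer and Salinomycin controls.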
# AmpC inh detg: qHTS Inhibitors of AmpC Beta-Lactamase (assay with detergent); AmpC hydrolysis of nitrocefin, absorbance 480 nm, 0.01% Triton; Potency, µM (highest dose often 114 µM), for the others: at the top dose activity change, negative = inhibition, most hits filed as inhibitors; 370,000 compounds, 0.041% hits; AID 485294, 2010;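 note: potency is the fitted concentration of half-maximal effect; 0% = no-compound wells and -100% = no-enzyme wells; nearly all actives have a fitted effect of over 25% in size; some results filed as inactive show a strong effect at the top dose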
# Target sequence (P00811 whole entry, looked up): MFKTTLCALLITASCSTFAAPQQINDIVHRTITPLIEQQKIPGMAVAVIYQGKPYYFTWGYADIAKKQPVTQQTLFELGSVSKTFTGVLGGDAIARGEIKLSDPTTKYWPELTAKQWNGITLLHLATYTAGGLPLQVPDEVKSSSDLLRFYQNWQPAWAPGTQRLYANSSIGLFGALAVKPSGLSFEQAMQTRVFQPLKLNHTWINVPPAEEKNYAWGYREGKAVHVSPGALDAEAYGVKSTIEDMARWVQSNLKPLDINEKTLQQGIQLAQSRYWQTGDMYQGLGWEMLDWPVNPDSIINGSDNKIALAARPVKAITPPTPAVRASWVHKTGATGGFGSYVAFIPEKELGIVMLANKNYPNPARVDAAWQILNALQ
#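 20 mM phosphate pH 7.0 + 0.01% (detergent screen) or 0.0001% Triton X-100; 5.3 nM AmpC reagent; cpd preinc 15 min RT; nitrocefin (800 uM stock) to start; A480 q20 s × 4 min; Activity was normalised to no-enzyme and no-compound control wells.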
# AmpC inh no detg: qHTS Inhibitors of AmpC Beta-Lactamase (assay without detergent). P00811. AmpC nitrocefin hydrolysis, absorbance 480 nm, 0.0001% Triton. Potency, µM (series often up to 57.1 µM), without a hit: top-dose activity change, negative = inhibition, hits mostly inhibitors. 330,000 compounds, 0.52% hits. AID 485341, 2010;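 note: potency is the fitted concentration of half-maximal effect; plate controls were no compound for no effect and no enzyme for full effect; nearly all actives have a fitted effect of over 20% in size; some results filed as inactive show a strong effect at the top dose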
#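 20 mM phosphate pH 7.0 + 0.01% (detergent screen) or 0.0001% Triton X-100; 5.3 nM AmpC reagent; cpd preinc 15 min RT; nitrocefin (800 uM stock) to start; A480 q20 s × 4 min; Activity was normalised to no-enzyme and no-compound control wells.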
# Sm TGR block: qHTS Assay for the Inhibitors of Schistosoma Mansoni Peroxiredoxins; purified TGR, DTNB reduction, TNB absorbance 405 nm; Potency, µM (top dose mostly 114 µM), inactives show top-dose activity change, negative = inhibition, actives largely listed as inhibitors; 360,000 compounds, 3% hits; note: potency is the fitted concentration of half-maximal effect; nearly all actives have a fitted effect of over 60% in size
#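 TGR 20 nM + NADPH 100 uM (dispensed conc.), cpd preinc 15 min RT; start with NADPH (500 uM addition) then DTNB (15 mM addition). Kinetic TNB absorbance, 405 nm filter. Four-parameter Hill fit across titration.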
# FBPA Giardia inh: qHTS Assay for Inhibitors of Fructose-1,6-bisphosphate Aldolase from Giardia Lamblia | 290,000 compounds, 0.71% hits | purified Giardia FBPA | Potency, µM (highest dose often 59.6 µM), without a hit: top-dose activity, negative = inhibition, hits mostly inhibitors | AID 2451, 2010 | A8B2U2; note: potency is the fitted concentration of half-maximal effect; nearly all actives have a fitted effect of over 55% in size
# Target sequence (A8B2U2 whole entry, looked up): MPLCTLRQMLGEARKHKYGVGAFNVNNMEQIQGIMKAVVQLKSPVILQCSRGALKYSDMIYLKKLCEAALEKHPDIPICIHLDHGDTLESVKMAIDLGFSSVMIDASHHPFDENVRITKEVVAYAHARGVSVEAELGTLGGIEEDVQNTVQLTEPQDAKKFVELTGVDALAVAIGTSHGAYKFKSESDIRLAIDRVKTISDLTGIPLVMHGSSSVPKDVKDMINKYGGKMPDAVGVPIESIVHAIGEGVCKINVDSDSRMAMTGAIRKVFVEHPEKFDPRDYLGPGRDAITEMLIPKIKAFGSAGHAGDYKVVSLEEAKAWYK
#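 Giardia FBPA (40 nM reagent) was preincubated 10 min at RT with compound (up to 57.5 uM final), then substrate plus GAPDH/TPI/NAD/arsenate coupling system with diaphorase/resazurin was added; resorufin fluorescence (525/598 nm) was read after 20 min.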
# AMA1 RON2 block: qHTS for Inhibitors of AMA1-RON; Towards Development of Antimalarial Drug Lead: Primary Screen; Potency, µM (titrated, usually from 58.2 µM), for the others: top-dose activity change, negative = inhibition, actives largely listed as inhibitors; 360,000 compounds, 0.2% hits; AlphaScreen AMA1-biotinylated RON2 peptide binding;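 note: potency is the fitted concentration of half-maximal effect; 0% = vehicle wells and -100% = peptide control; nearly all actives have a fitted effect of over 45% in size; some results filed as inactive show a strong effect at the top dose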
#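 AMA1 (3D7) with his tag at 25 nM final met compounds first, then biotinylated RON2 peptide at 25 nM; detection used donor plus acceptor beads, 10 µg/mL apiece, read by AlphaScreen after 30 min at room temperature.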
# * marks the source's active call; other numbers are inactive results; ? = inconclusive; . = not tested or not shown; & = joins results of further samples; [ ] = remark or other dose. Unless noted, calls come from the whole dose curve; as a rule, active = well fitted curve in the direction sought with a large enough effect; inconclusive = small, poorly fitted or top-dose-only effect, or another doubt; inactive = no such curve, though single readings can be large; an effect the other way counts as inactive or inconclusive. Unless noted, % is set by controls: 0 for no effect and ±100 for the full control effect.
SMILES,AmpC inh detg,Sm TGR block,HCMV inh,AmpC inh no detg,FBPA Giardia inh,AMA1 RON2 block
CCc1ccc(C(=O)c2cnc3ccc(C)cc3c2S(=O)(=O)c2ccc(OC)cc2)cc1,2%,-1%,?,.,.,.
COc1cc2nc(CN(C)Cc3ccc(C(C)(C)C)cc3)[nH]c(=O)c2cc1OC,?,11%,30,3%,-11%,105%[activator]
Cc1cc(=O)oc2cc(OCC3CC(c4ccc(Br)cc4)=NO3)ccc12 (centres undefined),0%,-1%,-18,-29%,0%,-3%
COc1ccc(-c2cc(=O)oc3c(C)c(O)ccc23)cc1,-4%,3%,-72*,-19%,0%,-1%
O=C1CCCC2(O)C1C(c1cccc(Br)c1)NC(=O)N2Cc1ccccc1 (centres undefined),?,?,6,-21%,-7%,-2%
CCC(C)(C)NC(=O)C(c1cccn1C)N(Cc1ccc(OC)cc1)C(=O)Cn1nnc2ccccc21 (centres undefined),-7%,-8%,-23,87%[activator],7%,2%
CC[C@@H](C)[C@H](CN[C@H](CNC)C(C)C)NC[C@@H](C)c1ccc(CC(C)C)cc1,-9%,-23%,-78*,133%[activator],5%,117%[activator]
COc1ccc(CNC(=O)Cn2cnc3c(NCc4ccccc4)ncnc32)cc1,.,.,-3,-14%,.,-2%
CCOC(=O)C(Cc1c(F)cccc1Cl)c1ccnc2nc(N)nn12 (centres undefined),-6%,-7%,35,-1%[2.29 µM],1%,-1%
Cc1cccc(OC(=O)NCCOC(=O)N(O)c2ccc(Cl)cc2)c1,?,-1%,-29,-35%,-3%,8%
COc1cc(CN(C(=S)NCC(=O)O)C2CCCC2)cc(OC)c1OC,3%,-5%,-20,12%,12%,-3%
Cc1ccc(S(=O)(=O)Nc2cccc(C(=O)NCC(c3ccco3)N3CCCC3)c2)cc1F (centres undefined),-14%,-9%,-12,-40%,.,-16%
COc1ccc2[nH]c(C)c(CCNC(=S)Nc3cc(C)ccc3C)c2c1,?,0%,-61*,-6%,4%,39%[activator]
CSc1ccc(NC(=O)Nc2cccn(Cc3ccccc3F)c2=O)cc1,-1%,10%,-81*,-10%,4%,-11%
CCn1c(C)c(C(=O)O)c2cc(OC)ccc21,3%,2%,-9,-25%,-6%,0%
Cc1cc(=O)oc2cc(OCC(=O)N3CCN(c4ccccc4)CC3)c(Cl)cc12,?,-23%,-16,-17%,8%,-1%
CC(C)(C)c1nnc(NC(=O)c2cc(-c3ccccc3)nc3ccccc23)s1,7%,3%,-21,-34%,1%,-8%
COc1ccc(-c2noc(CCCC(=O)N3CCN(c4cc(C)ccc4C)CC3)n2)cc1,.,.,53,112%[activator],.,-11%
CC(=O)Nc1ccc(S(=O)(=O)N2CCC(C(N)=O)(N3CCCCC3)CC2)cc1,-1%,-9%,3,-16%,6%,-17%
COC(c1ccccc1)(c1ccccc1)C(Oc1nccc(C)n1)C(=O)O (centres undefined),-12%,-11%,-7,-21%,0%,8%
CN(Cc1ccco1)c1ncnc2ccc(-c3cccnc3)cc12,?,?,.,-23%,?,.
CCCC(=O)Nc1ccc(Cl)c(NC(=O)C(C)(C)C)c1,-2%,-4%,3,.,14%,4%
Cc1nnc(SCC(=O)N(C(C)C)C(C)C)[nH]c1=O,-7%,-1%,-36,159%[activator],0%,-7%
N#Cc1ccc(S(=O)(=O)NCC(=O)OCC(=O)NCCc2ccccc2)cc1,-8%,0%,33,-16%,.,-17%
CCCOc1ccc(CNC(=O)c2ccc3c(c2)N(Cc2ccccc2)CCS3)cc1,4%,0%,-31,.,.,.
COC(=O)C1=C(C)OC(N)=C(C#N)C12C(=O)Nc1ccccc12 (centres undefined),-1%,8%,23,2%,-1%,-4%
C=CCn1nc2n(c1=O)-c1ccccc1SC2,-5%,1%,37,-13%,0%,3%
O=C(COc1ccccc1)NC(=S)Nc1cccc(NC(=O)c2ccccc2Cl)c1,-10%,-5%,-64*,-23%,-7%,0%
CCO[C@H]1OC(C(=O)NC2CC2)=C[C@@H](C2CC2)[C@@H]1CCCO,6%,-5%,-3,12%,7%,-2%
COc1ccc(CNC(=O)C2Cc3cc(S(=O)(=O)N4CCCC4)ccc3N2C(C)=O)c(OC)c1 (centres undefined),-12%,2%,-20,57%,.,-9%
C#CCN(C)[C@H](C)Cc1ccccc1,-5%,5%,-25,-17%,-8%&-11%,0%
Cc1cccc(NC(=O)CSc2nc3ccc(NC(=O)COc4ccc(Cl)cc4)cc3s2)c1,-7%,-3%,-24,.,.,.
Cc1cccc(NC(=O)CN2CCN(C(=O)c3ccc(OCc4cn5ccccc5n4)cc3)CC2)c1C,-2%,-15%,-16,146%[activator],.,3%
O=C(COC(=O)/C=C/c1cccc(Cl)c1Cl)Nc1ccc2[nH]c(=O)[nH]c2c1,-5%,-18%,-2,-59%,.,-8%
COc1cc(/C=C2\C(=O)NC(=O)N(c3ccc(C)cc3)C2=O)cc(OC)c1O,0%,?,-9,-13%,?,4%
O=C1CCc2cc(NS(=O)(=O)c3ccccc3)cc3c2N1CCC3,-15%,-2%,3,-25%,.,-20%
O=C(N/N=C/C(Br)=C/c1ccccc1)c1cccnc1,2%,-11%,30,-16%,0%,-4%
O=C(CSCc1c(Cl)cccc1Cl)Nc1ccc2c(c1)OCCO2,-11%,-14%,-37,-36%,-6%,-41%
COc1ccc(N2CCC(CNC(=S)Nc3ccc(C)cc3C)C2)cc1 (centres undefined),7%,-2%,-18,-26%,?,?
COc1ccccc1-c1noc(CCCC(=O)Nc2ccc(C(N)=O)cc2)n1,3%,14%,63,-11%,8%,-6%
O=C(NC(=S)Nc1ccc(Cl)c(C(=O)O)c1)c1cncc(Br)c1,4%,13µM*,-38,-4%,?,23%
O=Nc1c(-c2cccc([N+](=O)[O-])c2)nc2ncccn12,2%,?,-15,-24%,?,.
CCN1C(=O)[C@@H]2[C@@H](c3ccc(-c4ccc(F)cc4)cc3)N3CCCC[C@@]3(C(=O)OC)[C@@H]2C1=O,-2%,?,21,65%[activator],.,-11%
O=C(O)CN=C(NS(=O)(=O)c1ccc(Cl)cc1)c1ccccc1,1%,-2%,22,-12%,8%,-5%
Cc1cc(NC(=O)CSCC(=O)N2CCN(c3cccc(C)c3C)CC2)no1,-13%,-17%,20,2%,.,-3%
CCn1c(=O)cc(OCC(=O)N2CCN(c3ccc(OC)cc3)CC2)c2ccccc21,18%,0%,-95*,.,.,.
CC(C)Cn1cc(C(=O)NC2CCN(Cc3ccccc3)CC2)c2c3ccccc3n(C)c2c1=O,1%,-16%,-7,55%,-1%,.
O=C(Cn1nnc(-c2cccs2)n1)NNC(=O)c1ccccc1Cl,0%,-5%,15,-22%,16%,72%[activator]
Fc1ccc(-c2ccc(-c3nn4c(-c5ccco5)nnc4s3)o2)cc1,-7%,50µM*,-17,-47%,0%,-19%
Cn1c(=O)c(C(=O)CN2CCCCC2)c(N)n(Cc2ccccc2)c1=O,-10%,-1%,0,-17%,8%,10%
COc1ccc(-c2cc(=O)oc3cc(O)ccc23)cc1,-6%,1%,-96*,-29%,11%,11%
COc1ccc(N2CC(C(=O)OCC(=O)c3ccc(C)cc3)CC2=O)cc1 (centres undefined),-1%,-2%,-22,13%,2%,-8%
COc1ccc(N2C(=O)C(Cl)=C(Oc3cccc(OC)c3)C2=O)cc1,-3%,.,.,-26%,-4%,-2%
COC(=O)c1cccc(NC(=O)c2cccnc2)c1,-2%,4%,5,-16%,.,12%
Cc1ccc(C)n1-c1ccc(C(=O)O)cc1,4%,18µM*,.,-23%,-27%,.
COc1ccc(N(C)S(=O)(=O)c2ccc3c(c2)CC(C)N3C(=O)C2CC2)c(OC)c1 (centres undefined),2%,36%[activator],-23,67%[activator],-13%,-8%
Fc1cccc(CCNCc2ccccn2)c1,-12%,-5%,40,-1%,.,-29%
O=C(NC(=S)Nc1ccccc1C(=O)O)c1cncc(Br)c1,?,4%,9,-31%,9%,-1%
CC1(C)Cc2cccc(OCC(=O)OCC(=O)NCc3ccc(F)cc3)c2O1,-1%,4%,4,35%,.,7%
O=C(NCCc1ccccc1Cl)C1CCN(c2nc3ccccc3nc2C(F)(F)F)CC1,-3%,3%,-7,.,.,.

# Complete entries from above:
# Listed for CC[C@@H](C)[C@H](CN[C@H](CNC)C(C)C)NC[C@@H](C)c1ccc(CC(C)C)cc1 = AmpC inh detg: -9%; Sm TGR block: -23%; HCMV inh: -78*; AmpC inh no detg: 133%[activator]; FBPA Giardia inh: 5%; AMA1 RON2 block: 117%[activator]
# Listed for N#Cc1ccc(S(=O)(=O)NCC(=O)OCC(=O)NCCc2ccccc2)cc1 = AmpC inh detg: -8%; Sm TGR block: 0%; HCMV inh: 33; AmpC inh no detg: -16%; FBPA Giardia inh: .; AMA1 RON2 block: -17%

# (list continues)
SMILES,AmpC inh detg,Sm TGR block,HCMV inh,AmpC inh no detg,FBPA Giardia inh,AMA1 RON2 block
O=C1CC(c2ccc(Cl)cc2)N=C(NC(=O)c2ccccc2)N1 (centres undefined),-8%,3%,-4,.,.,.
CC(C)c1ccc(C(=O)OCC(=O)NC2CCCC2)cc1,-3%,10%,21,-7%,6%,7%
CCOc1ccc2nc(C)cc(Nc3ccc(N4CCOCC4)cc3)c2c1,?,-8%,.,6%,-9%,.
CCOC(CNC(=O)c1ccc(CNC(=O)c2ccc(OC)c(OC)c2)cc1)OCC,-9%,-1%,41,-6%,3%,-6%
O=C(Nc1ccc2c(c1)ncn2-c1ccccc1)c1ccco1,-4%,-21%,-11,-28%,-5%,-9%
CC(C)n1nc(CC(=O)O)c2ccccc2c1=O,1%,-2%[57.1 µM],-25,-5%,2%,-9%
O=C(OCc1ccccc1Cl)c1ccccc1C(=O)c1ccccc1,-1%,-8%,-28,-46%,4%,51%[activator]
CN(C)c1ccc(C(=O)Nc2c(C(=O)NC(C)(C)C)oc3ccccc23)cc1,22%,9%,-9,.,.,.
CCCCN1Cc2c(nc3cc(-c4ccccc4)[nH]n3c2=O)C1=O,-1%,2%,40,-31%,18%,2%
COc1ccc(NC(=O)CSc2nnc(Cc3ccccc3)c(=O)n2N)cc1OC,-6%,-12%,-34,-17%,.,7%
Cc1cc(Cl)c(OCCOCCN2CCCCC2)c(Br)c1,-4%,-6%,-28,-23%,?,-24%
CCN(C(=O)COC(=O)c1ccc(O)cc1O)c1c(N)n(Cc2ccccc2)c(=O)[nH]c1=O,?,2%,-8,-27%,.,0%
